Imprint erasure: qHTS Assay for Compounds that Induce Erasure of Genomic Imprints | mouse ES Peg3-LacZ reporter, beta-gal luminescence, 40 h | Potency, µM (doses to about 60.7 µM), without a hit: top-dose activity change, positive = activation, most hits filed as activators | 0.02% of 110,000 active;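 note: 0% = negative control wells on the plate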
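Readout: BetaGlo luminescence (5 min, room temp) for LacZ from the normally silent maternal Peg3 allele in female Peg3LacZ-Neo ES cells. Cells 300/well, 40 h, 37C, 5% CO2. Data normalized per plate to negative controls.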
IkB sig inh: IkB Signaling; Potency, µM (top dose mostly 57.1 µM), inactives show at the top dose IkBa stabilization activation; 0.04% of 110,000 active; ABC-DLBCL IkBa-CBG/CBR dual luciferase ratio, 4 h; response scale: scaled: untreated 0%, proteasome inhibitor 100%; active = well fitted curve in the direction sought with a large enough effect in the signal ratio, not every such curve was filed as active; inconclusive = small, poorly fitted or top-dose-only effect, or a change in a side signal; the % refers to the signal ratio;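 note: the direction sought is a rising ratio; 0% = basal untreated cells and 100% = reference inhibitor full response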
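In this assay, an IκBα–CBG68 fusion accumulates when IKK-driven degradation is blocked; native CBR normalizes for cell number. OCI-Ly3 cells were treated 4 h with compound and doxycycline, then green and red light read after Chroma-Glo addition.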
p53ts 39C kill: qHTS Screen for Compounds that Selectively Target Cancer Cells with p53 Mutations: Cytotoxicity of p53ts Cells at the Nonpermissive Temperature. AID 902, 2007. H1299-p53A138V viability at 39C, ATP luminescence, 24 h. 1.5% of 130,000 active. Potency, µM (titrated, usually from 46.1 µM), without a hit: at the top dose activity change, negative = cell killing, usual class: cytotoxic; note: nearly all actives have a fitted effect of over 55% in size
p53ts 32C kill: qHTS Screen for Compounds that Selectively Target Cancer Cells with p53 Mutations: Cytotoxicity of p53ts Cells at the Permissive Temperature | H1299-p53A138V at 32C, ATP luminescence viability, 24 h | Potency, µM (series often up to 46.1 µM), for the others: top-dose activity change, negative = cytotoxicity, most hits filed as cytotoxic | 0.93% of 130,000 active | AID 924, 2007;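 note: 0% = DMSO and -100% = full killing by reference compound; nearly all actives have a fitted effect of over 55% in size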
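Cells: H1299 p53ts (A138V), 600/well, pre-incubated 16–30 h at 37C. Cpd up to 46 uM, 24 h, 32C. Readout: ATPlite luminescence, 20 min RT. Normalization: DMSO vs tamoxifen 100 uM. AC50 by Hill equation.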
* hit, by the source's call; ? = inconclusive; / = no result given; [ ] = dose if it differs, or a comment. Unless noted, calls come from the whole dose curve; as a rule, active = well fitted curve in the direction sought with a large enough effect; inconclusive = small, poorly fitted or top-dose-only effect, or another doubt; inactive = no such curve, though single readings can be large; an effect the other way counts as inactive or inconclusive. Unless noted, % is set by controls: 0 for no effect and ±100 for the full control effect; potency is the fitted concentration of half-maximal effect. Not a hit list. About 1.7% of those tested had a hit in this group.

Values in the order: IkB sig inh, Imprint erasure, p53ts 39C kill, p53ts 32C kill
> CC(C)Cn1c(CN2CCCCC2C)nc2c1c(=O)n(C)c(=O)n2C (stereo unspecified)
→ 0.0%, -9%, 16%, -5%
> CCOC(=O)c1ccc(NC(=O)C(CC)Sc2nc3ccncc3[nH]2)cc1 (stereo unspecified)
→ -1.3%, -16%[10.9 µM], -5%, 23%
> Cc1ncc(CO)c2c1Oc1nc(-c3ccc(F)cc3)nc(SCC(=O)N3CCCCC3)c1C2
→ ?, -7%[10.9 µM], -10%, 8%
> NCCOC[C@H](N)C(=O)O
→ 1.6%[11.4 µM], -9%[10.9 µM], 4%[9.22 µM], 4%[9.22 µM]
> Clc1ccc(SCCn2cncn2)cc1
→ -4.2%, -6%, 3%, 0%
> Cc1oc2ncn(CC(C)C)c(=O)c2c1C(=O)NCCc1ccc(Cl)cc1
→ ?, 1%[10.9 µM], 12%, -2%
> O=C1CN(C(=O)c2ccccn2)c2ccccc2N1
→ 0.4%, 1%, -6%, -5%
> COCC(C)n1c(C)cc(C(=O)CN2C(=O)NC3(CCCCC3C)C2=O)c1C (stereo unspecified)
→ 1.0%, -8%, -11%, 4%
> CCCOc1ccc(C(=O)Nc2cc3nn(-c4ccc(CC)cc4)nc3cc2C)cc1
→ 1.3%, -3%[10.9 µM], 11%, -4%
> CCn1c(=O)c2cc(C(=O)NCCCN3CCN(C)CC3)sc2c2ccccc21
→ -1.6%, -10%[10.9 µM], -28%, 2%
> Cn1cccc1Cc1nnc(SCC(=O)Nc2ccc(F)cc2)n1CCc1ccccc1
→ -2.6%, -19%, 0%, -7%
> O=C1c2ccccc2C(=O)C1(c1ccccc1)N1CCN(c2cccc(Cl)c2)CC1
→ ?, -9%[10.9 µM], -16%, -4%
> CCCCOc1cc(C(=O)NCCN(CC)CC)c2ccccc2n1
→ 0.1%[25.6 µM], -12%, -3%, -8%
> COC(=O)c1ccccc1NC(=O)Nc1ccc(C(=O)N2CCCC2)cc1
→ -1.8%, -11%, -11%, -3%
> CCOC(=O)c1sc(NCc2ccco2)c(-c2nc3ccccc3s2)c1N
→ 3.3%, -16%, ?, ?
> COc1ccc2sc(N(Cc3cccnc3)C(=O)C3CCCCC3)nc2c1
→ ?, -14%[10.9 µM], -19%, 15%
> CC(=O)NCCNc1ncnc2ccc(-c3ccoc3)cc12
→ -1.0%[11.4 µM], -7%, 2%, 1%
> O=C(O)CCCNS(=O)(=O)c1ccc(Br)s1
→ -0.7%, 15%, 5%, -2%
> O=C(NCc1ccc(F)cc1)c1cc2c(s1)-c1ccccc1SC2
→ ?, -13%[10.9 µM], -10%, 20%
> COc1cc(CCN2C(=O)c3cccc4cccc(c34)C2=O)c(S(=O)(=O)N2CCC(C)CC2)cc1OC
→ /, /, -6%, 0%
> Cc1ccc(CNC(=O)Cc2csc3ccccc23)cc1
→ -0.5%, -3%[10.9 µM], ?, -12%
> CCN(CC)CCSc1nnc2c3cc(F)ccc3n(CC)c2n1
→ -4.2%, -10%[10.9 µM], -11%, -17%
> Cc1cccc(OCC(=O)NCC2(N3CCN(C)CC3)CCCCC2)c1C
→ ?, -22%[10.9 µM], -23%, -7%
> CC(=O)Nc1ccc(NC(=O)c2cc(-c3cccs3)on2)cc1
→ -0.8%, -12%[10.9 µM], 0%, -1%
> COc1ccc(C)cc1S(=O)(=O)NC1CCCC1
→ -0.8%, -24%, 10%, -1%
> O=C(NCc1ccco1)N1c2ccccc2Sc2ccccc21
→ 6.5%, -11%, 9%, -6%
> COc1ccccc1-c1nc(-c2ccncc2)no1
→ 3.0%, -87%[inhibitor], -27%, -16%
> CCOc1ccc(Nc2nc(C)c(NC(=O)c3ccc(C)cc3)c(Nc3ccc(OCC)cc3)n2)cc1
→ ?, -18%[10.9 µM], -19%, 3%
> CC(C)CN1CCC(C(=O)NCC2CCCO2)CC1 (stereo unspecified)
→ /, /, 20%, 4%
> CCOCc1nnc(NC(=O)CSCc2ccccc2)s1
→ 4.5%, /, 7%, 6%
> CC(C)(C)C(=O)NC1CCN(S(=O)(=O)c2cccc(C(F)(F)F)c2)CC1
→ -0.9%, 3%, 12%, 5%
> COCCNC(=O)CN1C(=O)CSc2cc(S(=O)(=O)N3CCCCCC3)ccc21
→ -4.0%, -14%, 22%, 1%
> N#Cc1c(/N=C/c2ccccc2)oc(-c2ccccc2)c1-c1ccccc1
→ /, /, -2%, 7%
> COc1cc(C(=O)Nc2cccc(-c3nc4cc(C)cc(C)c4o3)c2)cc(OC)c1OC
→ /, /, 7%, 11%
> COc1ccc(Cc2nnc(N)s2)cc1OC
→ /, /, -1%, 5%
> CCOC(=O)c1c(C)oc2nc(C)nc(NCc3cccc(OC)c3)c12
→ ?, 3%[10.9 µM], 3%, -2%
> COC(=O)c1c(NC(=O)CSc2nnnn2C)sc(C)c1C
→ 0.4%, -11%, -10%, 5%
> CCOc1ccc(Nc2cc(C)nc3nncn23)cc1
→ ?, 23%[10.9 µM], -17%, 3%
> CCOC(=O)N/N=C1/C[C@@H](O)[C@@H](O)[C@@H]2[C@@H]3C(=O)N(c4cccc(Oc5ccccc5)c4)C(=O)[C@H]3CC[C@H]12
→ /, /, 7%[9.22 µM], 3%[9.22 µM]
> COC(=O)c1ccccc1COn1c(=O)c[n+]([O-])c2ccccc21
→ -0.5%, -9%, 5%, 6%
> COc1ccc(CNS(=O)(=O)c2ccc3oc(C(=O)O)c(C)c3c2)cc1
→ 3.5%, 9%, -2%, 5%
> COc1ccc(CNC(=O)c2ccc(-c3nc(CS(=O)c4ccc(C)cc4)c(C)o3)cc2)cc1 (stereo unspecified)
→ ?, 2%[10.9 µM], -22%, -3%
> CC12CC[C@@H]3c4ccc(OS(=O)(=O)O)cc4CC[C@H]3C1CCC2=O (stereo partly specified)
→ 0.0%[25.6 µM], -8%[16.8 µM], 3%[20.6 µM], -6%[20.6 µM]
> COCC(C)Nc1ncnc2c1cnn2-c1cccc(Cl)c1 (stereo unspecified)
→ ?, -6%[10.9 µM], ?, -10%
> Cc1ccc(CCNC(=O)CCN2N=C(c3ccc(C)cc3)CCC2=O)cc1
→ -1.8%, -10%[10.9 µM], -6%, 16%
> O=C(c1cccc(Cl)c1)N1CCN(Cc2ccncc2)CC1
→ 1.1%, -10%, 7%, 5%
> COc1ccc2c(c1)Cc1sc(NC(=O)c3cccs3)nc1-2
→ ?, -15%, -15%, -11%
> CNc1ncnc2ccc(-c3cccc(OC)c3)cc12
→ -3.1%[11.4 µM], -48%[inhibitor], -2%, 13%
> O=C(NCc1ccccc1)NS(=O)(=O)c1ccccc1Cl
→ /, /, 3%, 8%
> O=C(CSC1=NCCS1)Nc1nc2ccccc2s1
→ /, /, -29%, -12%
> Clc1ccccc1-c1cncnc1NCc1cccs1
→ 1.5%[11.4 µM], -1%, -7%, 6%
> Nc1nc(Nc2ccccc2Br)nc(C(F)(F)F)n1
→ -0.7%, -2%, -9%, -2%
> CCN(CC)c1nn2c(=O)c(C(=O)NCc3ccccc3Br)cnc2s1
→ ?, -18%[10.9 µM], -13%, -12%
> CCc1cc(C(=O)Cc2nc3ccccc3[nH]2)c(O)cc1O
→ 0.8%, -16%, -19%, -1%
> CCCCOC(=O)CSC1=C(C#N)C(c2ccccc2OCC)C(C#N)C(=O)N1 (stereo unspecified)
→ 1.8%, -8%, 12%, 17%
> CCOc1ccc(NC(=O)Nc2cc(C)on2)cc1
→ -2.4%, -37%[inhibitor], -23%, -23%
> O=S1(=O)CC(O)C(NCc2cccnc2)C1 (stereo unspecified)
→ 0.8%, /, 21%, 8%
> O=C(NCC1CCCCC1)C1CCN(C(=O)NC2CCCCC2)CC1
→ 0.6%, 7%, 0%, -2%
> Cc1ccc(S(=O)(=O)N(CCC#N)CCN2CCCC2)cc1
→ -0.2%, -4%, 6%, 28%
> Cn1cnnc1SCc1ccc(C(=O)n2ncc(C#N)c2N)cc1
→ 0.1%, -27%, -5%, 1%

More compounds
Values in the order: IkB sig inh, Imprint erasure, p53ts 39C kill, p53ts 32C kill
> Cc1oc(-c2ccc(C(=O)NCc3ccccc3F)cc2)nc1COc1ccccc1
→ 0.1%, -6%[10.9 µM], ?, 1%
> CC(C)Oc1cccc(C(=O)Nc2ccc3oc(-c4cccc(Cl)c4)nc3c2)c1
→ ?, -9%[10.9 µM], -19%, -8%
> COC(=O)[C@@H]1C[C@@]2(O)[C@H](O)[C@H](O)[C@H](O)C[C@H]2N1Cc1c(F)cccc1Cl
→ /, -6%, -1%, -6%
> O=C(CN1CCOCC1)Nc1c(-c2ccccc2)c2cc(Br)ccc2[nH]c1=O
→ -1.8%, -10%, 0%, -3%
> CCOc1ccc(S(=O)(=O)Nc2ccc3c(c2)N(C(C)=O)CCC3)cc1
→ 2.7%, -18%[10.9 µM], -14%, -9%
> CC1Oc2ccccc2N(CC(=O)N2CCc3ccccc32)C1=O (stereo unspecified)
→ -1.2%, -4%, 6%, -3%
> COc1ccc(C(=O)n2nc(C)cc2C)cc1Br
→ -0.4%, 6%, -4%, 0%
> COC(=O)c1ccc2c(c1)SC1=C(CCCC1=O)N2
→ -4.8%, -7%, -12%, -16%
> O=C(NCC(=O)N(c1ccccc1)C(C(=O)NC1CCCCC1)c1ccncc1)c1ccco1 (stereo unspecified)
→ -0.3%, -4%, 0%, 0%
> CNC(=O)C1(CC(C)C)C=CCN1C(C)=O (stereo unspecified)
→ /, -6%, -3%, -11%
> COc1cc(C(=O)Nc2ccc(NC(=O)c3ccc(Br)cc3)cc2)cc(OC)c1OC
→ 3.3%, -4%[10.9 µM], 10%, 13%
> COc1ccc(NS(=O)(=O)c2ccc(SC)cc2)cc1
→ ?, -4%, 6%, 1%
> O=C(CCCOc1ccccc1)Nc1ccc2c(c1)OCCO2
→ -1.6%, -7%, 1%, -6%
> Cc1nc2ccn(Cc3ccco3)c(=O)c2cc1C(=O)NCc1ccc(Cl)cc1
→ ?, -2%[10.9 µM], -26%, -20%
> CCN(CCCNC(=O)CCn1c(=O)[nH]c2ccccc2c1=O)c1cccc(C)c1
→ 0.1%, -16%, -3%, 11%
> COc1ccc(-n2nc3cc(C)c(NC(=O)CC(C)C)cc3n2)cc1
→ -2.8%, -4%, 0%, -10%
> COc1ccc2c(c1)c1nnc(SCC(=O)N3CCCCC3C)nc1n2C (stereo unspecified)
→ -0.7%, -2%, 5%, 4%
> O=C(NCCN1CCN(c2ccccc2)CC1)c1cccc(Br)c1
→ 1.5%, -20%, 2%, 8%
> CCOCC(=O)Nc1nc2ccc(OC)cc2s1
→ ?, -81%[inhibitor], ?, ?
> Cn1ncc2nc(SCC(=O)Nc3ccc(Br)cc3F)n(Cc3ccccc3)c(=O)c21
→ ?, -9%[10.9 µM], -12%, -5%
> O=C(NCCN1CCCC1)c1ccc(Cn2c(=S)[nH]c3cc4c(cc3c2=O)OCO4)cc1
→ 8.0%, -4%, 10%, -5%
> Cc1cc(Nc2ccccc2)nn1C(=O)c1ccccc1
→ 1.7%, -14%, ?, -6%
> COC(=O)C1CCN(C(=O)c2ccc(SC)cc2OC)CC1
→ -1.2%, 4%, 12%, -7%
> C1CCC(CNc2c3c(nc4nnnn24)CCCC3)CC1
→ -0.2%, 6%, 8%, 4%
> Cc1ccc(-c2c3c(=O)n(C)c(=O)n(C)c3c3n2-c2ccccc2NC3c2ccc(C)cc2O)cc1 (stereo unspecified)
→ 3.1%, ?, 15%, 13%
> Cc1c(Cl)cccc1NC(=O)CN1C(=O)COc2ccc(S(=O)(=O)Nc3ccccc3)cc21
→ ?, -2%[10.9 µM], -9%, 7%
> COc1ccccc1NC(=O)CN1CCC(n2nnc3cc(F)ccc32)CC1
→ 2.6%, -15%, -10%, -1%
> CCNC(=O)N1C(=O)C2(OCCO2)c2cc(Br)ccc21
→ 0.1%, 3%, 0%, -3%

An excerpt from above, reduced to p53ts 32C kill, IkB sig inh and Imprint erasure:
structure	p53ts 32C kill	IkB sig inh	Imprint erasure
CCOCC(=O)Nc1nc2ccc(OC)cc2s1	?	?	-81%[inhibitor]
C1CCC(CNc2c3c(nc4nnnn24)CCCC3)CC1	4%	-0.2%	6%
CCNC(=O)N1C(=O)C2(OCCO2)c2cc(Br)ccc21	-3%	0.1%	3%

Screens deposited in PubChem by National Center for Advancing Translational Sciences (NCATS).
